Compound activity deposited in PubChem BioAssay by Sanford-Burnham Center for Chemical Genomics.
UBC13 polyUb: inhibitors of human UBC13 polyubiquitin chain formation | inhibition, % at 20 µM | P61088 | TR-FRET | hit rate 0.47% among 330,000; in the data active = inhibition above about 45%, passing the limit was not always enough
APOBEC3G inh: APOBEC3G (human) deaminase inhibition | Q9HC16 | recombinant A3G, ssDNA deamination FAM/TAMRA fluorescence | inhibition, % at 20 µM | hit rate 0.28% among 330,000 | AID 493012;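 active = inhibition of at least 40% at 20 µM, with no more than 30% in the related APOBEC3A deaminase screen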;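 also: plate controls were DMSO wells with A3G for no effect and wells lacking A3G enzyme for full effect; some compounds called inactive have numbers as strong as hits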
Target sequence (Q9HC16 whole entry, looked up): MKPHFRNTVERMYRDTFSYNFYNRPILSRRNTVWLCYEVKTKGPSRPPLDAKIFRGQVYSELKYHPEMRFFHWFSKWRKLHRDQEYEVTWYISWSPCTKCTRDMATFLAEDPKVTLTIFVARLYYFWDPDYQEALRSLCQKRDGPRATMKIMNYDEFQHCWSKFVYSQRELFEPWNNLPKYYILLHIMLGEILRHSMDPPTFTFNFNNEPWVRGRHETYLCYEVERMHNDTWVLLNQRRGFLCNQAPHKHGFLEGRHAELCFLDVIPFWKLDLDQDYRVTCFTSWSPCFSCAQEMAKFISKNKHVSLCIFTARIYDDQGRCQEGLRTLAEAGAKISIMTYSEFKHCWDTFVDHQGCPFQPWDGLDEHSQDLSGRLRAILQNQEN
SENP6 inh: SENP6 protease inhibition. Q9GZR1. Recombinant SENP6 catalytic domain, aminoluciferin luminescence. inhibition, % at 10 µM. hit rate 1.8% among 330,000. AID 2599;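 active = inhibition above about 50% at the single tested dose, limit read from the data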;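 also: plate controls were DMSO wells with enzyme for no effect and DMSO wells lacking enzyme for full effect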
Target sequence (Q9GZR1 628-1112 limits assumed): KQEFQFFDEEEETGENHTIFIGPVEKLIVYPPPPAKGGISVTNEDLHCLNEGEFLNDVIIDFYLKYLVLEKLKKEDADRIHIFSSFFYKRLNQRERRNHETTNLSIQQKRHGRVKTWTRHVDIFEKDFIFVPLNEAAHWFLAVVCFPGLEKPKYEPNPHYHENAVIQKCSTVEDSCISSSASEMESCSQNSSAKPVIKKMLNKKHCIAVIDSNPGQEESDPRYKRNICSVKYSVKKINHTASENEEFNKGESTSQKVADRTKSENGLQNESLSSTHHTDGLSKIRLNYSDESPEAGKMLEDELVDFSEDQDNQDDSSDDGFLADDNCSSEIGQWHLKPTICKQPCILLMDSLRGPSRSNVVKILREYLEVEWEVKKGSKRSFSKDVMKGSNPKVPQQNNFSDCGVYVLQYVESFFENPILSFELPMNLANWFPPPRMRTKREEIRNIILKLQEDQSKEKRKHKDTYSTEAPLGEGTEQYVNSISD
SENP8 block-1: inhibitors of human SENP8 protease. Q96LD8. recombinant SENP8, Nedd8 substrate fluorescence. inhibition, % at 20 µM. hit rate 0.64% among 360,000. AID 602440; in the data active = inhibition mostly above about 40%, no sharp cut-off; inactive = mostly below about 27%
Target sequence (Q96LD8 whole entry, looked up): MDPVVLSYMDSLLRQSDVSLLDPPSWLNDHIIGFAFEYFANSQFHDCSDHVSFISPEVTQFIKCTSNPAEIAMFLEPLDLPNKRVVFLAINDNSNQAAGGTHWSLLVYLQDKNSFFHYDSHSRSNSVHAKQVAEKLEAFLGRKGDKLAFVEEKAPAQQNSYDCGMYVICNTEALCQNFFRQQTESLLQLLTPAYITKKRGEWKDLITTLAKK
SENP7 block: blocks the human protease SENP7; recombinant SENP7, Z-RLRGG-aminoluciferin luminescence, 40 min; Q9BQF6; inhibition, % at 5 µM; hit rate 1.5% among 330,000;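 active = inhibition above about 50% at the single test dose, limit read from the data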;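 also: plate controls were DMSO with enzyme for no effect and no enzyme buffer wells for full effect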
SENP1 inh: inhibitors of human SENP1 SUMO protease catalytic domain | inhibition, % at 10 µM | recombinant SENP1 catalytic domain, CyPet-SUMO1-YPet FRET cleavage | Q9P0U3 | AID 624204 | hit rate 0.21% among 360,000;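 active = inhibition at least 30% at 10 µM, raw YFP signal under a set limit, fluorescence ratio 0.5 to 1.5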;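 also: 0% = enzyme with DMSO and 100% = no enzyme wells; some results filed as inactive read as strong as hits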
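Compound: 10 µM single point, 0.5% DMSO; Test system: hSENP1 catalytic domain, recombinant; Timing: 50 min reaction at room temperature; Technique: FRET, CFP and YFP emission; Control set: no-enzyme wells low, DMSO-plus-enzyme wells high control.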
SENP8 block-2: blocks the human protease SENP8; inhibition, % at 10 µM; AID 2540; Q96LD8; purified SENP8, Z-RLRGG-aminoluciferin cleavage, luminescence; hit rate 1.2% among 330,000; in the data active = inhibition above about 50%
Apaf-1 inh: blocks human Apaf-1 apoptosome activity. hit rate 0.71% among 330,000. inhibition, % at 20 µM. reconstituted apoptosome caspase-3 activity, DEVD-Rh110 fluorescence. AID 489030; active = inhibition of at least 40% at 20 µM;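 also: plate controls were DMSO wells for no effect and DEVD-CHO caspase inhibitor wells for full effect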
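Material: reconstituted apoptosome with Apaf-1, cytochrome c, caspase-9, procaspase-3, dATP / Buffer or medium: pH 7.5 Hepes buffer with CHAPS, BSA, DTT / Also added: cytochrome c with DEVD-Rh110 / Schedule: compound with Apaf-1, dATP, procaspase-3 30 min, then 50 min reaction, room temperature / Technique: rhodamine 110 fluorescence at Ex 480/Em 540 nm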
* hit, by the source's call; . = not tested or not shown.

SMILES	UBC13 polyUb	APOBEC3G inh	SENP6 inh	SENP8 block-1	SENP7 block	SENP1 inh	SENP8 block-2	Apaf-1 inh
Cn1nnc2cc(C(=O)N3CCN(c4ccccn4)CC3)ccc21	-3	-6	2	8	4	0	3	2
O=C(c1ccccc1)N1CCN(C(=O)C2CC2)CC1	-9	-9	-32	13	-5	0	-7	-2
CC(OC(=O)CCCN=C1NS(=O)(=O)c2ccccc21)C(=O)NC1CCCCC1C (stereo unspecified)	0	12	-12	-6	-4	2	3	5
Cc1cc(C)n(Cc2ccc(C(=O)Nc3cccc(Br)c3)o2)n1	9	4	-8	22	-1	1	-5	6
Cc1cc(C)cc(NC(=S)NC2CC3CCC(C2)N3Cc2ccco2)c1 (stereo unspecified)	2	-7	-12	20	4	2	-7	-12
COc1ccc(OC)c(CNC(=O)CCCn2ccc3cc(S(=O)(=O)N4CCCC4)ccc32)c1	6	-8	3	5	4	0	-5	-4
CC(=O)C12CCCCC1CC1C3CC(C)C4(O)CC(=O)CCC4(C)C3CCC12C (stereo unspecified)	0	-1	-16	11	1	-1	2	20
CC1c2ccsc2CCN1S(=O)(=O)c1ccccc1 (stereo unspecified)	0	-9	2	2	3	3	1	-9
O=C(NNC(=O)c1ccco1)c1ccc(NS(=O)(=O)c2cccs2)cc1	-4	-6	-19	4	3	1	-5	-5
Cc1nnc(SCC(=O)N(Cc2ccccc2)C(C)(C)C)[nH]c1=O	-2	-3	-10	15	0	4	0	2
Nc1nc(SCC(=O)N2CCCCC2)[nH]c(=O)c1NC(=O)c1ccccc1F	-5	-1	5	1	-1	1	6	1
c1cnc(N2CCN(c3cnccn3)CC2)nc1	9	1	-8	-20	1	0	-3	-5
Cc1cc(N2CCOCC2)nc2ccc(NC(=S)N3CCCCC3C)cc12 (stereo unspecified)	7	4	55*	-368	13	-88	29	31
O=C(COC(=O)c1cccc(OC(F)F)c1)NC1CCCC1	7	-7	-2	14	3	0	2	-5
O=C(CN(Cc1ccccc1)S(=O)(=O)c1cccc(C(F)(F)F)c1)NC1CCCCC1	-2	2	2	14	2	1	3	16

4 compounds out of the list above, arranged by the value under APOBEC3G inh, largest number first.
SMILES | UBC13 polyUb | APOBEC3G inh | SENP6 inh | SENP7 block | SENP1 inh
c1cnc(N2CCN(c3cnccn3)CC2)nc1 | 9 | 1 | -8 | 1 | 0
CC(=O)C12CCCCC1CC1C3CC(C)C4(O)CC(=O)CCC4(C)C3CCC12C (stereo unspecified) | 0 | -1 | -16 | 1 | -1
Cn1nnc2cc(C(=O)N3CCN(c4ccccn4)CC3)ccc21 | -3 | -6 | 2 | 4 | 0
COc1ccc(OC)c(CNC(=O)CCCn2ccc3cc(S(=O)(=O)N4CCCC4)ccc32)c1 | 6 | -8 | 3 | 4 | 0

Additional entries follow:
SMILES	UBC13 polyUb	APOBEC3G inh	SENP6 inh	SENP8 block-1	SENP7 block	SENP1 inh	SENP8 block-2	Apaf-1 inh
Cc1cc(N(C)/N=C/c2ccccc2)nc(-c2ccccc2O)n1	3	5	16	-33	5	0	-4	12
COc1ccc2c(c1)CCc1cn3nc(C)cc3nc1-2	10	-4	10	-470	6	-41	-1	15
Cc1cnc(C(=O)Oc2c(C)ccc(C)c2C)cn1	1	-4	-13	0	6	1	1	1
O=C(N/N=C/c1ccoc1)c1cc(O)cc(O)c1	8	66	-11	-7	0	1	-4	-13
O=C1CCN(C(=O)CSc2ccc(Cl)cc2)N1	-2	-3	14	14	14	2	-6	-12
COc1cc(C)nc(N2CCCC(C(=O)NC3CCC(C)CC3)C2)n1 (stereo unspecified)	4	-2	-4	.	2	.	-4	9
COc1cc(C(=O)N(Cc2ccc(N(C)C)cc2)C2CCS(=O)(=O)C2)cc(OC)c1OC (stereo unspecified)	-6	-2	-20	18	3	-1	-2	-2
Cc1ccc(C(=O)N2CCC(C(N)=O)CC2)cc1C	-16	-3	-7	22	-3	3	-14	6
Cc1ccc(C#N)c(SCc2nnc(-c3ccc(Cl)cc3)o2)n1	22	-4	3	-283	3	-33	-7	-4
COc1ccc(CN2C(=O)CCC2(C)C(=O)NC2CCCCC2)c(OC)c1 (stereo unspecified)	-8	1	-11	4	0	2	2	18
CC(=O)N1c2ccc(S(=O)(=O)NCC3CCC(C(=O)N4CCCC(C)C4)CC3)cc2CC1C (stereo unspecified)	5	-9	11	9	1	2	-3	-11
Cc1nc2ccc(NC(=O)c3ccc([N+](=O)[O-])cc3)cc2[nH]1	-4	-4	12	18	-10	1	-9	-9
C[C@H]1CC[C@H]2C(=O)N3[C@H](c4cccc(N5CCCC5=O)c4)[C@@H](C)CC[C@H]3C(=O)N2[C@@H]1c1cccc(N2CCCC2=O)c1	-6	-2	-7	.	0	.	6	-3
CC(C)(C)c1cc(C(=O)O)n[nH]1	-1	-5	4	8	7	2	1	-3
CSc1ccc(CCNC(=O)CN2C(=O)CCSc3ccccc32)cc1	7	-7	1	16	0	2	5	-3

Arranged by heavy-atom count (descending): 3 of the compounds above.
SMILES	UBC13 polyUb	APOBEC3G inh	SENP6 inh	SENP8 block-1	SENP7 block	SENP1 inh	SENP8 block-2	Apaf-1 inh
Cc1cc(N(C)/N=C/c2ccccc2)nc(-c2ccccc2O)n1	3	5	16	-33	5	0	-4	12
Cc1ccc(C#N)c(SCc2nnc(-c3ccc(Cl)cc3)o2)n1	22	-4	3	-283	3	-33	-7	-4
O=C1CCN(C(=O)CSc2ccc(Cl)cc2)N1	-2	-3	14	14	14	2	-6	-12

Next entries follow:
SMILES	UBC13 polyUb	APOBEC3G inh	SENP6 inh	SENP8 block-1	SENP7 block	SENP1 inh	SENP8 block-2	Apaf-1 inh
CC1CN(C(=O)CN2C(=O)c3ccccc3S2(=O)=O)CC(C)O1 (stereo unspecified)	1	-1	-25	28	0	-1	-5	6
Cc1ccccc1CS(=O)(=O)Cc1ccc(C(=O)N2CCOCC2)o1	-5	-2	6	9	5	-1	-8	2
O=C(/C=C/c1ccc(F)cc1)NCCCN1CCN(CCCNC(=O)/C=C/c2ccc(F)cc2)CC1	31	2	-6	21	-3	1	-5	20
CC(N=C1NS(=O)(=O)c2ccccc21)C(=O)Nc1ccc(F)cc1Cl (stereo unspecified)	-3	-9	-9	9	-2	1	-12	10
COc1ccccc1N1CCN(C(=O)C2CCN(C(=O)c3cccc(Cl)c3)CC2)CC1	5	-2	-18	3	13	-1	-6	9
CCCCOc1ccc(C2=NNC(=O)CC2)cc1	1	-9	-20	-3	-12	3	-20	5
Cc1ccc(C)c(N2CCN(C(=O)c3cccn4c(=O)c5sccc5nc34)CC2)c1	1	-5	-18	-396	2	0	-4	4
CCc1ccc(-c2ccc(SCC(=O)Nc3nnc(C)s3)nn2)cc1	4	-5	-27	9	25	0	-6	-13
COc1ccccc1CNS(=O)(=O)c1cc2c3c(c1)C(C)C(=O)N3CCC2 (stereo unspecified)	-1	-8	-14	5	2	-2	-7	3
CC(C)CCN1CC(C(=O)NCCC2=CCCCC2)CC1=O (stereo unspecified)	-6	11	-17	11	2	0	-2	1
COc1ccccc1-n1ccnc(SCC(=O)NCc2ccccc2)c1=O	2	-2	-8	-422	-8	0	-7	13
COc1ccc(/C=C/c2c([N+](=O)[O-])c(=O)n(C)c(=O)n2C)cc1	-2	-8	-14	7	6	0	0	-11
COC(=O)C1=CN(c2ccc(OC)cc2)C=C(C(=O)OC)C1c1cc(OC)c(OC)cc1OC	-8	-7	-16	-474	13	-70	-6	31
Cc1sc2nc(CN3CCCC3)nc(N3CCN(S(=O)(=O)c4cccs4)CC3)c2c1C	3	0	4	-152	7	-88	2	20
c1ccc(C2(Cn3ccc4ccccc43)OCCO2)cc1	7	-3	-4	-12	1	-21	4	-13

One compound at a time (already shown).
`Nc1nc(SCC(=O)N2CCCCC2)[nH]c(=O)c1NC(=O)c1ccccc1F` across the screens: UBC13 polyUb: -5; APOBEC3G inh: -1; SENP6 inh: 5; SENP8 block-1: 1; SENP7 block: -1; SENP1 inh: 1; SENP8 block-2: 6; Apaf-1 inh: 1
`c1ccc(C2(Cn3ccc4ccccc43)OCCO2)cc1` across the screens: UBC13 polyUb: 7; APOBEC3G inh: -3; SENP6 inh: -4; SENP8 block-1: -12; SENP7 block: 1; SENP1 inh: -21; SENP8 block-2: 4; Apaf-1 inh: -13
`CCCCOc1ccc(C2=NNC(=O)CC2)cc1` across the screens: UBC13 polyUb: 1; APOBEC3G inh: -9; SENP6 inh: -20; SENP8 block-1: -3; SENP7 block: -12; SENP1 inh: 3; SENP8 block-2: -20; Apaf-1 inh: 5

Marked active in SENP6 inh, among the entries above:
compound | UBC13 polyUb | APOBEC3G inh | SENP6 inh | SENP7 block | SENP1 inh
Cc1cc(N2CCOCC2)nc2ccc(NC(=S)N3CCCCC3C)cc12 (stereo unspecified) | 7 | 4 | 55* | 13 | -88

(list continues)
SMILES	UBC13 polyUb	APOBEC3G inh	SENP6 inh	SENP8 block-1	SENP7 block	SENP1 inh	SENP8 block-2	Apaf-1 inh
CC(C)NC(=O)Nc1cccc2c1O[C@H](CN(C)C(=O)NC(C)C)[C@@H](C)CN([C@H](C)CO)C2=O	-5	-1	17	7	10	-1	4	-7
COc1ccccc1/C=C/CN1CCN(Cc2ccc(F)cc2)C(CCO)C1 (stereo unspecified)	-3	-6	-10	3	-5	-2	-9	2
Cc1ccc(O)c(NC(=O)C2CCCN2C(=O)OCc2ccccc2)c1 (stereo unspecified)	5	-7	-3	1	6	2	0	-7
COc1cc(NC(=O)c2ccc3c(c2)OCO3)ccc1NC(=O)c1cccs1	16	-16	-46	-8	-3	-1	-17	-14
O=S(=O)(c1cccs1)N1CCC2(CC1)OCCO2	0	-5	-4	14	4	2	4	6
O=C1CC(c2ccsc2)c2ccc3ccccc3c2N1 (stereo unspecified)	6	-2	8	2	-2	0	-1	9
COc1ccc(N2CCN(C(c3ccc4ncccc4c3)c3nnnn3C(C)C)CC2)cc1 (stereo unspecified)	-5	-5	-10	19	-4	-1	-3	-3
CCOc1cc(C)c(S(=O)(=O)NC2CC(C)(C)NC(C)(C)C2)cc1C	13	-7	-3	5	-1	1	4	-1
Cc1cc2c(c(SCC(=O)Nc3ccc(C)c(C)c3)n1)C(=O)OC2	-6	-5	3	7	6	2	5	5
COc1ccc(C2=NN(CN3C(=O)C(=O)c4ccccc43)C(c3ccc(C)cc3)C2)cc1 (stereo unspecified)	-32	-4	-1	7	-9	-6	-7	17
Cc1ccc(C)c(NC(=O)CN(C)C(=O)c2sccc2C)c1	-7	6	-6	7	2	2	-3	-1
COc1ccc(/C=C(\C#N)c2nc3ccc(C)cc3[nH]2)cc1Oc1ccc(C(F)(F)F)cc1[N+](=O)[O-]	-30	0	-20	-90	-4	-30	-9	-12
O=c1[nH]c2cc(Br)cnc2nc1/C=C(\O)c1ccc(F)cc1	-6	-24	4	-231	0	-25	2	-8
CCC(C)C(NC(=O)C1CCC(C)CC1)C(=O)NCCc1ccc(S(N)(=O)=O)cc1 (stereo unspecified)	-1	-4	4	2	6	-4	3	7
CCCCOC(=O)Nc1ccccc1C(N)=O	-4	-11	-16	-58	-14	2	-5	-2
Cc1sc2nc(CSCC(=O)NC(C)(C)C)[nH]c(=O)c2c1C	-2	-8	-11	-64	3	8	-1	0
CCOC(=O)c1ccc(NC(=O)CN2C(=O)C(=O)N(CC(C)C)C2=O)cc1	-2	-8	3	32	-6	-1	1	-10
Cc1cccc(CCN2C(Nc3ccccc3)=NC[C@@H]2C)c1	4	2	-2	18	0	0	-5	0
Cc1ccc2nc(SCC(=O)N3CCN(C(=O)c4ccco4)CC3)[nH]c2c1	1	-11	-8	15	5	3	0	-12
